# Source: PubChem (National Center for Advancing Translational Sciences (NCATS))
# POLH inh – qHTS for Inhibitors of Polymerase Eta. Potency, µM (series often up to 114 µM), inactives show at the highest dose activity change, negative = inhibition, usual class: inhibitors. hit rate 1.2% among 390,000. AID 588591, 2011. recombinant Pol eta, fluorescent DNA replication assay; note: potency is the fitted concentration of half-maximal effect; % is set by controls: 0 for no effect and ±100 for the full control effect
#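 Pol eta (10 nM) was preincubated with compounds for 15 min at room temperature, after which fluorescent replication substrate (50 nM final) was added to start the reaction. Fluorescence was read kinetically at 0 and 10 min.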
# LDHA block – qHTS assay for inhibitors of human lactate dehydrogenase | purified LDHA, NADH/diaphorase-resazurin fluorescence; hits give low values | activity change, % (values are at about 110 or 230 µM) | hit rate 0.15% among 480,000; in the data active = activity change below about -30%; inconclusive = mostly about -25% to -30%;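 note: plate controls were DMSO wells for no effect and wells without enzyme for full effect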
#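 Human LDH5 (2 nM) was incubated with 0.06 mM NADH and 0.2 mM pyruvate for 5 min at room temperature in Tris pH 7.4. Remaining NADH was coupled through diaphorase/resazurin, and resorufin fluorescence was read at 0 and 20 min.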
# BLM helicase inh – qHTS Assay for Inhibitors of Bloom's syndrome helicase (BLM). RecQ-like DNA helicase BLM (Homo sapiens), P54132. recombinant BLM DNA unwinding, fluorescence dequenching. Potency, µM (highest dose often 56.1 µM), inactives show at the top dose activity change, negative = inhibition, actives largely listed as inhibitors. hit rate 0.2% among 350,000. AID 2528, 2010;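 note: potency is the fitted concentration of half-maximal effect; plate controls were vehicle for no effect and no enzyme for full effect; nearly all actives have a fitted effect of over 35% in size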
# APE1 inh – qHTS Assay for Inhibitors of the Human Apurinic/apyrimidinic Endonuclease 1 (APE1); hit rate 0.35% among 350,000; Potency, µM (titrated, usually from 65.8 µM), for inactives: at the top dose activity change, negative = inhibition, usual class: inhibitors; recombinant APE1, TAMRA/BHQ-2 abasic DNA cleavage fluorescence;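 note: potency is the fitted concentration of half-maximal effect; plate controls were vehicle for no effect and reference inhibitor for full effect; nearly all actives have a fitted effect of over 55% in size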
# Target sequence (P27695 whole entry, looked up): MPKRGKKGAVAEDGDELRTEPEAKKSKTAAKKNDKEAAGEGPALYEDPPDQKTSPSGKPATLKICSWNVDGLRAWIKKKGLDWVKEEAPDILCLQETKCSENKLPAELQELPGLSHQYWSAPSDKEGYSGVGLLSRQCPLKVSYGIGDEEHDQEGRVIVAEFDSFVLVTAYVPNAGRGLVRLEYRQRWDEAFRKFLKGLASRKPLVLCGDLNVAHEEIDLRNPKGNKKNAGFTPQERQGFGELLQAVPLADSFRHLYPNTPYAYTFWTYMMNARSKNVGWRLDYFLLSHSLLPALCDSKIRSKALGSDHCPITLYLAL
#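 APE1 at 0.75 nM final was preincubated with compound 15 min at room temperature, then 50 nM double-stranded THF abasic-site substrate (5'-TAMRA/3'-BHQ-2) was added. Fluorescence (ex 525/em 598 nm) was read kinetically; third-minus-first read gave activity.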
# Pol kappa inh – qHTS for Inhibitors of Polymerase Kappa; DNA polymerase kappa (Homo sapiens), Q9UBT6; purified Pol kappa, fluorescent DNA synthesis assay, 10 min; Potency, µM (titrated, usually from 107 µM), for the others: at the highest dose activity, negative = inhibition, hits mostly inhibitors; hit rate 0.53% among 400,000; AID 588579, 2011; note: potency is the fitted concentration of half-maximal effect; % is set by controls: 0 for no effect and ±100 for the full control effect
#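 Activity was followed as the change in fluorescence between reads at 0 and 10 min after starting the reaction with 50 nM substrate. Beforehand, 10 nM polymerase had been preincubated with compound for 15 min at room temperature.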
# POLB inh – qHTS Assay for Inhibitors of DNA Polymerase Beta; Pol beta primer extension/strand displacement, fluorescence kinetic; AID 485314, 2010; hit rate 1.3% among 340,000; Potency, µM (series often up to 114 µM), inactives show at the highest dose activity change, negative = inhibition, actives largely listed as inhibitors; note: potency is the fitted concentration of half-maximal effect; % is set by controls: 0 for no effect and ±100 for the full control effect
#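 Kinetic readout of DNA synthesis with strand displacement by Pol beta. Compound and 10 nM enzyme sit 15 min at room temperature; 50 nM substrate starts the reaction, read immediately and at 10 min.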
# Apoferritin bind – qHTS Assay for Identification of Novel General Anesthetics; Ferritin light chain (Equus caballus), P02791; apoferritin/1-aminoanthracene competitive binding, fluorescence; Potency, µM (titrated, usually from 77.5 µM), for the others: at the highest dose activity change, negative = displacement, actives largely listed as inhibitors; hit rate 0.074% among 350,000; AID 485281, 2010; note: potency is the fitted concentration of half-maximal effect; % is set by controls: 0 for no effect and ±100 for the full control effect; nearly all actives have a fitted effect of over 20% in size
#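 Steps: apoferritin (10 uM) was premixed with half-saturated 1-AMA in PBS, compounds were pin-transferred, plates stood 10 min at room temperature, fluorescence was read at 380/535 nm, and curves were fitted with a Hill equation.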
# GRP78 ERSR act – qHTS for Inducers of the Endoplasmic Reticulum Stress Response (ERSR) in Human Glioma: qHTS; U87-MG GRP78 promoter luciferase reporter, 16 h; Potency, µM, for inactives: top-dose activation, actives largely listed as activators; hit rate 0.02% among 420,000; AID 602332, 2012; note: potency is the fitted concentration of half-maximal effect; series mostly up to about 76 µM; % of control where 0% means no effect; nearly all actives have a fitted effect of over 35% in size
#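 Stably transfected U87-MG glioma cells carrying a GRP78-based luciferase sensor; 16 h compound incubation. Luminescence end-point read 10 min after Bright-Glo addition at room temperature.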
# Pol iota inh – qHTS for Inhibitors of Polymerase Iota | Pol iota fluorescent replication assay, 10 min | Potency, µM (doses to about 115 µM), inactives show top-dose activity, negative = inhibition, most hits filed as inhibitors | hit rate 1% among 390,000 | DNA polymerase iota (Homo sapiens), Q9UNA4; note: potency is the fitted concentration of half-maximal effect
# Target sequence (Q9UNA4 whole entry, looked up): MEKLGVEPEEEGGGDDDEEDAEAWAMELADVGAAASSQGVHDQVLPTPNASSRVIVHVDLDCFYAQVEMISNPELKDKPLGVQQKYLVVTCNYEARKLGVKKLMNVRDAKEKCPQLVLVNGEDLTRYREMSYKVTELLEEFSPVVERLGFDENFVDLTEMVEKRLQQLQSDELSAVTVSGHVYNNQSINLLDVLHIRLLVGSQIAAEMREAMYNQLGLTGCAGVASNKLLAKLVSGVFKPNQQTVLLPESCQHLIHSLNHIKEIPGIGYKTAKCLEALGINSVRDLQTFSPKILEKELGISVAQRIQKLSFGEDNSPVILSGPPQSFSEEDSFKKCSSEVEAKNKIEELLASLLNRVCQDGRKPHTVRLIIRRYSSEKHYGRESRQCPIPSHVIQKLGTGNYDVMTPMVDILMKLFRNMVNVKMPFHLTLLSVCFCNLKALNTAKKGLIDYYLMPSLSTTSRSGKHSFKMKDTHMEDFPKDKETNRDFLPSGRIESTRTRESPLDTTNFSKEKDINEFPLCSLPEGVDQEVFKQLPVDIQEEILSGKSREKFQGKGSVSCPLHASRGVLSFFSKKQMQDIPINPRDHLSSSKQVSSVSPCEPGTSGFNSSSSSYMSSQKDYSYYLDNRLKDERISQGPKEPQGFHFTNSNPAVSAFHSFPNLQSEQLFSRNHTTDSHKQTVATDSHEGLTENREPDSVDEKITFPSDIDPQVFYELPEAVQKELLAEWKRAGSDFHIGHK
#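 Fluorescent replication assay read twice, at 0 min and 10 min after adding 50 nM (final) substrate. Enzyme (10 nM) and compounds were first incubated 15 min at room temperature; enzyme-free buffer wells were negative controls.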
# Numbers without * were called inactive; ? = inconclusive; · = no result given; & = joins results of further samples; [ ] = remark or other dose. Unless noted, calls come from the whole dose curve; as a rule, active = well fitted curve in the direction sought with a large enough effect; inconclusive = small, poorly fitted or top-dose-only effect, or another doubt; inactive = no such curve, though single readings can be large; an effect the other way counts as inactive or inconclusive. Some of the compounds tested (hit frequency here may not be typical).
SMILES,POLH inh,LDHA block,BLM helicase inh,APE1 inh,Pol kappa inh,POLB inh,Apoferritin bind,GRP78 ERSR act,Pol iota inh
CC(C)(C)OC(=O)N1CCN(C(=O)Cn2cc(CCO)nn2)CC1,0.3%,-13.5,-2.1%,-5.3%,-1.9%,4.3%,1.9%,-4.7%,7.6%
CCOC(=O)CCCNC(=O)CN1C(=O)NC(c2ccccc2)(c2ccccc2)C1=O,-14.2%,-8.4,-1.2%,-5.4%,-16.6%,43.6%,-4.1%,-2.0%,63.3%[activator]
COc1ccccc1N1CCN(S(=O)(=O)c2ccc3c(c2)CCCN3C(C)=O)CC1,-6.6%,1.2,-6.0%,·,-4.3%[60.1 µM],-0.8%,-14.9%,-1.5%,-0.5%
CN1CCC(=NNC(=O)C(=O)NC(C)(C)C)CC1,1.9%,2.1,-0.3%,-0.9%,-2.1%,-0.1%,-20.5%,4.4%,-3.2%
CCCCNc1nnc(Cc2ccc(Cl)cc2)c(=O)[nH]1,-12.1%,-1.0,-6.0%,-44.9%,-13.5%,?,-2.8%,-1.5%,-1.8%
CCN(CC)S(=O)(=O)c1ccc(C(=O)NC2=NCCS2)cc1,-15.2%,-3.4,-0.9%,40.3%,-5.0%,18.7%,6.7%,0.9%,10.5%
COc1ccccc1Cn1c(=O)[nH]c2cccnc21,-6.9%,2.2,-1.4%,5.2%,7.5%,3.2%,-12.4%,-3.6%,-9.5%
COCCN(CCOC)c1ncnc2c1c(-c1ccccc1)cn2-c1ccc(C)c(Cl)c1,-19.1%,-0.4&-5.3,-9.9%,·,-12.5%[60.1 µM],2.8%,45.5%[activator],5.7%,-7.1%
CCOc1ccc(S(=O)(=O)N(CC(=O)NCCSc2ccccc2)c2ccccc2)cc1,3.2%,-7.5,-3.9%,·,2.9%,26.2%,3.4%,-0.9%,0.4%
O=C(NCc1ccc2c(c1)OCO2)C(c1ccco1)N(C(=O)c1csnn1)c1ccccc1 (configuration not stated),3.0%,1.1,-2.3%,-5.2%,-4.1%,10.6%,-20.4%,-1.5%,5.1%
C[n+]1ccnc2cc(Cl)ccc21,·,13.8,·,·,-63.7%,·,·,-10.5%,?
Cc1ccccc1OCCNC(=O)CNC(=O)c1ccccc1O,-2.2%,10.7,-3.2%,1.2%,-4.8%,-29.9%,-1.8%,-2.5%,-3.5%
O=C(CCNC(=O)N1CCn2c1nc1ccccc12)NCc1ccc(Cl)cc1,-12.0%,-8.1,-9.3%,-5.1%,-12.1%,7.5%,-8.8%,-2.4%,-27.2%
Cc1ccc(C(=O)OC(C)C(=O)NCc2ccc3c(c2)OCO3)cc1S(=O)(=O)N1CCOCC1 (configuration not stated),-12.0%,1.1,-3.9%,-6.2%,-12.3%,3.3%,-8.1%,-0.9%,0.1%
O=c1c2ccccc2nc2n1C(CSc1ccccc1)CS2 (configuration not stated),-4.7%,-4.9,-1.6%,15.6%,-7.6%,27.9%,-6.9%,-3.5%,44.9%[activator]
Cc1cc(C)c(OCC(=O)Nc2nnc(-c3ccco3)o2)c(C)c1,6.8%,-8.8,-1.4%,-3.9%,3.5%,33.5%,-2.9%,-1.2%,37.5%[activator]
CCc1cc(/C(Cc2csc(C)n2)=N/O)c(O)cc1O,?,0.4,-3.1%,-1.4%,-0.9%,?,-10.7%,0.9%,-2.7%
CC(=O)N1CCc2cc(S(=O)(=O)NC(C(=O)NCc3ccccc3)C(C)C)ccc21 (configuration not stated),-7.1%,-1.7,-0.7%,14.9%,-6.5%,2.4%,10.2%,-5.5%,35.9%[activator]
O=C(COC(=O)c1cccc(NC(=O)c2ccc(Br)cc2)c1)c1ccc(Cl)cc1,-8.5%,-9.5,-8.6%,·,-8.2%,-10.8%,?,-3.7%,8.2%
Cc1ccc(-c2nc3cnccn3c2Nc2ccc3c(c2)OCCO3)o1,-16.2%,0.8,-1.5%,10.6%,-9.2%,17.8%,-13.4%,6.7%,?
CSCC[C@H](NC(=O)N1C[C@H]2C[C@@H](C1)c1cccc(=O)n1C2)C(=O)Nc1ccc(NC(C)=O)cc1,-13.8%,-6.9,0.9%,4.9%,-4.5%,38.7%,-1.3%,-2.5%,-1.0%
COc1cc(C)c(C)cc1S(=O)(=O)N1CCCc2ccccc21,-10.0%,-3.4,-4.6%,36.8%,-12.3%,-19.9%,9.6%,-1.8%,0.7%
Cc1cc(/C=N/NC(N)=O)c(C)n1-c1ccc(F)cc1,-6.9%,-2.4,-5.2%,2.4%,-16.0%,?,-8.0%,0.0%,196.2%[activator]
COc1ccc(OC)c(CCNC(=O)Cn2nc(C)n3c(cc4sccc43)c2=O)c1,-12.5%,-2.3,0.0%,·,1.6%,29.2%,6.2%,-3.7%,-4.7%
O=[N+]([O-])c1ccccc1Nc1nc(-c2cccnc2)cs1,-19.3%,0.4,-8.7%,-5.1%,-4.1%,-3.0%,?,8.2%,22.9%
N#CCCN1CCN(CCC#N)CC1,4.2%,1.3,0.8%,-2.7%,-5.0%,-26.3%,-12.4%,-4.2%,30.3%[activator]
CC(C)(C)c1ccc(OC(=O)c2cccnc2)cc1,-12.2%,-0.6,-12.7%,?,6.5%,15.1%,-12.1%,-2.3%,-1.7%
COc1cc(C)c(NC(=O)C(=S)NCCc2ccccc2)cc1C,-10.6%,-0.3,-17.3%,-10.0%,-8.2%,3.1%,-10.6%,-3.4%,40.9%[activator]
CC(C)OCCCNC(=O)CN1C(=O)/C(=C/c2ccccc2)Sc2ccccc21,-21.4%,-0.1,3.3%,?,-7.6%,4.6%,7.4%,-1.6%,3.8%
NC(=O)CCn1nc(-c2ccccc2)c2ccccc2c1=O,3.7%,-5.8&-9.1,1.5%,-5.9%,-6.9%,4.2%,-7.0%,-4.6%,5.1%
COc1ccc(N2CC(C(=O)NC3CCSC3=O)CC2=O)cc1 (configuration not stated),-10.3%,-7.3,-0.5%,56.3%[activator],-9.1%,14.3%,-11.4%,-1.2%,14.1%
COc1ccccc1CN1CCC2(CC1)CCN(C(C)=O)CC2,·,·,3.8%,22.3%,-0.4%[60.1 µM],·,·,-2.9%,·
COc1cccc([C@@H]2CC=C(C(=O)O)[C@H](c3ccc(Br)cc3)N2S(=O)(=O)c2ccc(C)cc2)c1,-5.6%,-6.0,·,-4.3%,-13.0%,·,·,-1.6%,-16.6%
O=S(=O)(c1cc(F)ccc1F)N1CCN(c2ncccn2)CC1,1.1%,-6.8,-3.4%,-4.9%,-7.4%,32.7%,-10.4%,-3.1%,42.1%[activator]
Cc1cccc(OCC(=O)Nc2cccc3nsnc23)c1,-0.8%,-6.9,-3.7%,3.8%,-11.2%,5.7%,5.9%,-1.2%,20.1%
COc1ccc(C(=O)CSc2nc3cc(C(=O)NC4CCCC4)ccc3c(=O)n2CC2CCCO2)cc1 (configuration not stated),-13.6%,-1.6,-2.7%,·,3.4%,-13.4%,-11.4%,-2.5%,-6.1%
Cc1cc(C)c(C)c(S(=O)(=O)N2CCC(C(=O)N3CCCC3)CC2)c1C,-15.8%,-5.6,·,18.5%,-5.8%,·,·,-2.8%,?
CCOC(=O)N1CCN(c2c(NCCCN(CC)CC)c(=O)c2=O)CC1,-1.2%,-9.1,-0.5%,-5.6%,-17.1%,-1.8%,-9.5%,-2.4%,4.5%
N#Cc1c(C(F)(F)F)cc(-c2ccccc2)nc1SCc1nc(N)nc(N2CCOCC2)n1,1.4%,-6.9,-3.0%,20.2%,-18.0%,19.7%,-6.2%,1.6%,36.2%[activator]
CC(C)(C)n1nc2c(c1NC(=O)c1cc3ccccc3o1)CS(=O)(=O)C2,-18.1%,0.5,-3.3%,2.1%,2.5%,-21.1%,-5.7%,1.0%,24.1%
COc1ccc2[nH]c(=O)c(CN(Cc3nnnn3Cc3ccccc3)CC3CCCO3)cc2c1 (configuration not stated),-0.4%,-1.6,-3.2%,15.8%,-12.3%,25.6%,59.5%[activator],-0.9%,6.7%
CC1=NN(C(=O)c2ccccc2)C(O)(c2ccc(Br)cc2)C1 (configuration not stated),-18.2%,-6.0,-3.5%,-0.7%,3.7%,0.2%,-3.8%,-6.6%,57.7%[activator]
COc1ccc(CNC(=O)CS(=O)Cc2nc(-c3ccc(OC)c(OC)c3)oc2C)cc1 (configuration not stated),-6.2%&-19.7%,0.6&4.5,1.4%&0.5%,63.3%[activator],-2.6%&-4.9%,-0.3%&33.7%,-11.7%&-10.3%,-4.2%&-2.1%,8.0%&43.9%
Cc1ccccc1CNC(=O)c1cnc2sc(N3CCC(C)CC3)nn2c1=O,8.1%,-1.3,-0.6%,·,-0.5%,15.9%,-4.9%,-2.2%,14.8%
Cc1nc(SCC(=O)N2CCCCCC2)c2c(=O)n(C)c(=O)n(CC(C)C)c2n1,-10.4%,1.2,·,·,10.2%,·,·,-2.7%,-14.0%
Cc1cccc(NC(=O)C2CCN(C(=O)NC3CCCCC3)CC2)c1,-5.2%,-2.7,3.8%,-13.7%[12.4 µM],-23.8%,7.7%,-4.2%,-3.3%,137.0%[activator]
CCC(=O)N1c2ccc(S(=O)(=O)CCC(=O)NCc3ccc(OC)cc3)cc2CC1C (configuration not stated),-10.4%,-5.6,0.3%,·,-5.9%,27.3%,140.3%[activator],-0.2%,-28.7%
